Assay outcomes (PubChem BioAssay)
GSK3 alpha inh: inhibitors of human GSK-3 alpha kinase; P49840; ADP-Glo luminescence, 60 min; inhibition, % at 10 µM; hit rate 0.1% among 320,000; AID 2650;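 in the data active = inhibition above about 50%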;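 also: GST-tagged GSK-3 alpha with peptide substrate and 25 µM ATP; 0% = DMSO neutral wells and 100% = GW8510 positive control wells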
Target sequence (P49840 whole entry, looked up): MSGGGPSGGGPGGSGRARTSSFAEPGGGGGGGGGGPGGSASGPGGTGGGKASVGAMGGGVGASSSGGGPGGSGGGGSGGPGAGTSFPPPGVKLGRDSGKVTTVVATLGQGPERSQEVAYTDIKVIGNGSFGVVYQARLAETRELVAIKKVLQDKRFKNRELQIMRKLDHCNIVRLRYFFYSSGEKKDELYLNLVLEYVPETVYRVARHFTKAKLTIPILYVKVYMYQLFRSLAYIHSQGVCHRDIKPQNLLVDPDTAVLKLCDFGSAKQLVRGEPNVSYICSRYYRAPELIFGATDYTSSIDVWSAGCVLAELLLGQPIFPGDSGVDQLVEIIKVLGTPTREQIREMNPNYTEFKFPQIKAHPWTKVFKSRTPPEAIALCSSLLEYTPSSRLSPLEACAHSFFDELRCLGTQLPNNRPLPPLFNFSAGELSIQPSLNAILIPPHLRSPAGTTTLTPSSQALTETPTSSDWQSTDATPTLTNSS
HSF-1 act: increases HSF-1 driven luciferase reporter signal; AID 504408; activation, % at 9 µM; hit rate 1.7% among 300,000; NIH3T3-HGL HSF-1 luciferase reporter, MG132, 8 h; 100% = twice DMSO control signal;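 active = mean replicate activation of at least 50% with a set share of replicates each reaching 50%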;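 also: 0% = median of the neutral control wells and 100% = twice that signal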
aSyn UTR inh: MLPCN primary screen, SNCA 5' untranslated region; inhibition, % (tested at 7.5 µM); hit rate 0.82% among 300,000; alpha-synuclein 5'UTR reporter, inhibitor activity; AID 1813; in the data active = inhibition above about 60%;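 also: H4 neuroglioblastoma cells stably carrying SNCA 5'UTR luciferase fusion; 0% = DMSO wells and 100% = positive control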
KLF5 inhibitor: kruppel-like factor 5 inhibition; DLD-1 KLF5 promoter-luciferase reporter, luminescence; hit rate 0.23% among 290,000; inhibition, % at 5 µM; AID 1700;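 active = inhibition above a per-plate limit of that plate's mean compound inhibition plus 3 SD, cut at about 60% in these data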;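 also: 0% = DMSO wells and 100% = LY294002 at 200 µM; higher means less KLF5 promoter-driven luciferase light; inactives centre near -14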
IEC-6 tox: counter-screen for KLF5 inhibitors: cytotoxicity in IEC-6 cells | hit rate 0.78% among 290,000 | inhibition, % at 5 µM | IEC-6 cytotoxicity, luminescence viability | AID 1825; in the data active = inhibition above about 22%;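 also: 0% = plate median of test compound wells and 100% = cytotoxic reference compound wells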
GSK3B inh: blocks human GSK3beta kinase activity. P49841. GST-GSK3beta kinase, ADP-Glo luminescence, 60 min; stronger effect = lower value. activity score (negative = inhibition), % at 10 µM. hit rate 0.038% among 300,000;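 active = more than half of replicate wells score below -50%, meaning over 50% inhibition versus plate controls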;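 also: 0% = median DMSO wells and -100% = median GW8510 positive control wells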
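Assay system: GST-tagged human GSK3beta kinase, cell-free; Input: 1.6 ng GSK3beta; Medium: Tris/MgCl2 kinase buffer; Timing: 60 min enzyme reaction, room temperature; Signal: ADP-Glo luminescence quantifying ADP generated by kinase; Evaluation: score relative to plate controls; Benchmarks: DMSO neutral wells and GW8510 at 20 µM as positive.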
AI-2 QS modul: Vibrio harveyi AI-2 quorum sensing modulation | AID 2094 | activity change, % at 7.5 µM | Vibrio harveyi JMH597 AI-2 luminescence/OD600 ratio, 9 h; stronger effect = lower value; strain lacks LuxN and CqsS sensors; 0 = neutral-control median | hit rate 0.4% among 300,000; in the data active = activity change below about -75%, passing the limit was not always enough;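 also: luminescence divided by OD600 gain over 9 h not by final OD600 alone; inactives centre near 13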
HSP90 inh: inhibitors of HSP90 luciferase refolding in rabbit reticulocyte lysate; inhibition, % at 5.6 µM; luciferase refolding luminescence, 3 h; hit rate 0.91% among 290,000;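 active = inhibition above the screen-wide mean plus 3 SD, computed separately per campaign, cut at about 16% in these data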;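 also: 0% = DMSO wells and 100% = 60 µM geldanamycin wells; inhibitors lower the luminescence because luciferase stays unfolded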
PolyA inhibitor: blocks polyadenylation in yeast reporter cells; S. cerevisiae SKY197-pL101 polyadenylation reporter, beta-gal luminescence; efflux-impaired pdr1/pdr3 knockout yeast; score 100 = 6 SD above DMSO; calls only at 12 µM; hit rate 0.02% among 300,000; AID 1875;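 active = lowest replicate activity score at least 50, where 100 means six control SD above control mean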;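 also: yeast exposed to compound for 9 h at 30 °C; higher score means more reporter readthrough which indicates perturbed polyadenylation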
HSF1 inh: HSF1 inhibition; NIH3T3-HGL HSE-luciferase, MG132-induced, luminescence 8 h; stronger effect = lower value; activity change, negative = inhibition, % at 7.5 µM (by protocol); hit rate 0.77% among 300,000; AID 2098;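 active = more than half of replicate wells show activity change below -50%, luminescence cut by over half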;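 also: luciferase reports HSF-1 transcriptional activity via heat shock element; 0% = median of DMSO wells and -100% = zero luminescence signal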
* hit, by the source's call; i = inactive; / = no result given. These rows are one share of the data, so the mix of outcomes need not match the whole.

Every second line gives: GSK3 alpha inh | HSF-1 act | aSyn UTR inh | KLF5 inhibitor | IEC-6 tox | GSK3B inh | AI-2 QS modul | HSP90 inh | PolyA inhibitor | HSF1 inh
- CCOC(=O)CC1C(=O)NCCN1c1nc2ccc(C)cn2c(=O)c1/C=C1\SC(=S)N(C(C)CC)C1=O (stereo unspecified)
    -1.4 | 11.1 | 5.0 | -9.1 | -6.5 | 0.3 | 11.3 | 0.2 | i | 0.5
- O=C1CCC(=O)N1OCCCOc1ccc(Br)cc1Cl
    / | -10.2 | 24.8 | 2.6 | -2.4 | -1.2 | 14.0 | -1.4 | i | 7.5
- COc1ccc(OC)c(S(=O)(=O)NC(C)(C)C)c1
    -2.3 | 0.7 | -9.4 | -20.8 | -5.6 | -1.2 | 36.4 | 3.1 | i | -7.1
- COc1cccc(C(=O)CN(C(=O)c2ccc(Cl)cc2Cl)N2C(=O)c3ccccc3C2=O)c1
    / | -28.7 | 3.3 | -24.4 | -2.5 | 1.8 | 12.0 | -5.2 | i | -11.7
- COc1ccc(OCC(=O)C2CC2)c(C#N)c1
    -5.3 | -8.5 | -77.7 | -13.7 | -2.7 | 1.4 | 18.3 | 2.4 | i | 2.5
- C=CCn1c2ccccc2c2nnc(SCCN3CCCCC3)nc21
    -1.6 | -1.0 | -16.3 | -17.6 | -2.1 | -1.8 | 44.9 | -0.6 | i | -7.2
- CCOC(=O)c1cc(S(=O)(=O)N2CCN(c3ccccc3OC)CC2)cn1C
    -4.3 | -4.3 | 11.7 | -31.6 | -3.2 | 0.5 | 28.3 | -5.2 | i | -5.9
- O=C(CN1CCC(c2nc3ccccc3s2)CC1)N1CCCCC1
    -0.9 | 12.6 | 3.0 | -4.9 | -0.1 | -1.5 | 3.2 | -4.6 | / | -11.5
- CCOc1cc(/C=C2\C(=O)N(CCc3ccc(OC)c(OC)c3)C(C)=C2C(=O)OC)ccc1O
    1.4 | 9.1 | 10.3 | 0.0 | -0.4 | -2.8 | 21.9 | -3.1 | i | -5.2
- COc1cc(C(C)=O)ccc1Oc1cnccn1
    -4.3 | 2.4 | 22.7 | -15.9 | 6.7 | -0.3 | 13.7 | -0.8 | i | -0.2
- COc1ccccc1N(Cc1ccccc1)S(=O)(=O)c1cccc(C(=O)O)c1
    -4.6 | -10.4 | 23.4 | -13.3 | 4.7 | 3.7 | 19.6 | -0.7 | i | 5.3
- CCn1c(C)nc2cc(C(=O)N/N=C/c3ccc(N4CCOCC4)cc3)ccc21
    -0.4 | -3.9 | -31.4 | -18.7 | -2.6 | 1.3 | 47.6 | 0.0 | i | -10.8
- CCC(CC)C(=O)Nc1cccc(C(=O)NCc2ccco2)c1
    1.1 | 1.1 | -0.2 | -6.9 | -0.2 | 2.7 | 24.1 | 2.4 | i | -0.4
- CN1CCN(C(=O)CCC(=O)c2ccc(F)cc2)CC1
    -0.2 | -11.9 | -13.8 | -6.4 | 3.3 | 0.5 | 17.3 | 6.9 | i | -3.4
- Cc1ccc(/C=C/C(=O)Nc2ccc(S(=O)(=O)Nc3cc(C)nc(C)n3)cc2)cc1
    -1.1 | 63.8* | -13.7 | 2.0 | 2.8 | -1.0 | -3.6 | 1.1 | i | 38.7
- Cc1nnc(SCC(=O)Nc2nc3ccccc3s2)n(N)c1=O
    -3.9 | 15.6 | -23.1 | 2.6 | 5.8 | 0.4 | 33.0 | 3.6 | i | 3.6
- COCCNC(=O)c1ccccc1-c1ccccc1C(=O)O
    0.9 | -13.1 | -2.3 | 0.7 | -3.8 | -0.8 | 6.6 | -2.7 | i | -2.3
- Cc1cc(S(=O)(=O)NCC(=O)O)ccc1F
    -0.3 | -3.4 | -14.1 | -26.1 | 2.5 | -1.4 | 13.0 | 0.2 | i | -5.0
- COc1ccccc1N(CC(=O)Nc1ccc(F)c(F)c1)S(C)(=O)=O
    -2.1 | 0.4 | -22.7 | -4.2 | 0.0 | -2.8 | 3.1 | 0.0 | i | -0.2
- COCCN(CCOC)S(=O)(=O)c1ccc(Cl)nc1
    -4.1 | -3.8 | -1.7 | -37.0 | -2.8 | -1.8 | 30.0 | 3.5 | i | 0.5
- O=C(CN1CCN(S(=O)(=O)c2ccc(F)cc2)CC1)NC1CCCC1
    -2.2 | -2.5 | 10.2 | -25.5 | -5.8 | 0.0 | 8.3 | -0.1 | i | -0.7
- CC(=O)Nc1cccc(-c2nnc3n2CC(C)S3)c1 (stereo unspecified)
    5.8 | -3.4 | 5.6 | -3.1 | 5.5 | -3.3 | 19.0 | 2.9 | i | 3.7
- CCCCC(=O)/C=C/n1c(=S)oc2ccccc21
    0.8 | 216.9* | -150.7 | -35.7 | -3.4 | 4.0 | -90.3* | -0.1 | i | 176.0
- CCN(Cc1ccncc1)C(=O)c1ccccc1NS(=O)(=O)c1ccc(F)cc1
    -1.7 | -19.5 | 1.1 | -38.0 | -1.1 | -0.9 | 20.6 | -1.2 | i | -3.7
- O=C(O)CN1C(=O)/C(=C\c2cc([N+](=O)[O-])ccc2OCc2ccccc2Cl)SC1=S
    -3.1 | -17.6 | -3.7 | -10.7 | -2.5 | -3.4 | 36.5 | -3.3 | i | -9.5
- CC1CN(C(=O)NCc2ccccc2)c2cc(Cl)ccc2O1 (stereo unspecified)
    -1.3 | -4.9 | -3.4 | -16.4 | -0.2 | 0.4 | -54.1 | -1.9 | i | 0.1

Some values from above:
Under KLF5 inhibitor, `COc1ccc(OCC(=O)C2CC2)c(C#N)c1` is entered as -13.7
Under HSF1 inh, `Cc1cc(S(=O)(=O)NCC(=O)O)ccc1F` is entered as -5.0
Under GSK3B inh, `COc1ccccc1N(CC(=O)Nc1ccc(F)c(F)c1)S(C)(=O)=O` is entered as -2.8
Under HSP90 inh, `COCCNC(=O)c1ccccc1-c1ccccc1C(=O)O` is entered as -2.7

Complete entries, quoted from the list.
Listed for `COc1ccc(OC)c(S(=O)(=O)NC(C)(C)C)c1` → GSK3 alpha inh = -2.3; HSF-1 act = 0.7; aSyn UTR inh = -9.4; KLF5 inhibitor = -20.8; IEC-6 tox = -5.6; GSK3B inh = -1.2; AI-2 QS modul = 36.4; HSP90 inh = 3.1; PolyA inhibitor = i; HSF1 inh = -7.1
Listed for `COc1ccccc1N(Cc1ccccc1)S(=O)(=O)c1cccc(C(=O)O)c1` → GSK3 alpha inh = -4.6; HSF-1 act = -10.4; aSyn UTR inh = 23.4; KLF5 inhibitor = -13.3; IEC-6 tox = 4.7; GSK3B inh = 3.7; AI-2 QS modul = 19.6; HSP90 inh = -0.7; PolyA inhibitor = i; HSF1 inh = 5.3

Reprinted at random: 2 records from the list.
Every second line gives: GSK3 alpha inh | HSF-1 act | aSyn UTR inh | KLF5 inhibitor | IEC-6 tox | GSK3B inh | AI-2 QS modul | HSP90 inh | PolyA inhibitor | HSF1 inh
- CCN(Cc1ccncc1)C(=O)c1ccccc1NS(=O)(=O)c1ccc(F)cc1
    -1.7 | -19.5 | 1.1 | -38.0 | -1.1 | -0.9 | 20.6 | -1.2 | i | -3.7
- C=CCn1c2ccccc2c2nnc(SCCN3CCCCC3)nc21
    -1.6 | -1.0 | -16.3 | -17.6 | -2.1 | -1.8 | 44.9 | -0.6 | i | -7.2
